# CendR NRP1 mod = modulators of CendR peptide binding to NRP-1, primary screen, biochemical, fluorescence polarization, uHTS | Neuropilin-1 (Homo sapiens), O14786 | FAM-RPARPAR peptide binding to NRP-1 | inhibition, % at 25 µM | 0.85% of 360,000 active;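 active means inhibition or corrected inhibition above about 18%, plus a signal ratio from 0.5 to 1.5, limit read from the data, passing the limit was not always enough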; further: strong numbers were not always called active
# MLLE-PAM2 inh = inhibitors of PABP1 MLLE–PAM2 peptide binding, primary screen, biochemical, fluorescence polarization, FITC-PAM2, GST-MLLE; 0.36% of 360,000 active; Polyadenylate-binding protein 1 (Homo sapiens), P11940; inhibition, % at 20 µM; in the data active means inhibition above about 35%, passing the limit was not always enough;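 further: plate controls were DMSO wells with GST-MLLE for no effect and wells lacking GST-MLLE protein for full effect; some results filed as inactive read as strong as hits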
# FAS-TE inh = FAS thioesterase domain inhibitors, primary screen, biochemical, fluorescence intensity, uHTS; inhibition, % at 15 µM; 0.67% of 360,000 active; recombinant FAS-TE, OMFH fluorogenic substrate, fluorescence endpoint; Fatty acid synthase (Homo sapiens), P49327; AID 602261, 2012;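 active means compounds whose normalised, plate-corrected inhibition of enzyme fluorescence in the single-dose primary screen is 50% or more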;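 further: 0% = DMSO with enzyme and 100% = substrate without enzyme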
# bovine MsrA act = bovine MsrA enzyme activators, primary screen, biochemical, absorbance, HTS; Methionine sulfoxide reductase A (Bos taurus); purified bovine MsrA, absorbance read-out; activation, % at 10.6 µM; 0.3% of 360,000 active; AID 602163, 2012; in the data active means activation above about 7.5%;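 further: 0% = vehicle and 100% = reference activator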
# eLon inh = inhibitors of E. coli Lon protease, primary screen, biochemical, fluorescence polarization. purified E. coli Lon protease. 0.42% of 360,000 active. AID 602123, 2011. inhibition, % at 7.94 µM. P0A9M0; in the data active means inhibition above about 13%, passing the limit was not always enough;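 further: 0% = enzyme with probe and DMSO and 100% = no enzyme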
# Target sequence (P0A9M0 whole entry, looked up): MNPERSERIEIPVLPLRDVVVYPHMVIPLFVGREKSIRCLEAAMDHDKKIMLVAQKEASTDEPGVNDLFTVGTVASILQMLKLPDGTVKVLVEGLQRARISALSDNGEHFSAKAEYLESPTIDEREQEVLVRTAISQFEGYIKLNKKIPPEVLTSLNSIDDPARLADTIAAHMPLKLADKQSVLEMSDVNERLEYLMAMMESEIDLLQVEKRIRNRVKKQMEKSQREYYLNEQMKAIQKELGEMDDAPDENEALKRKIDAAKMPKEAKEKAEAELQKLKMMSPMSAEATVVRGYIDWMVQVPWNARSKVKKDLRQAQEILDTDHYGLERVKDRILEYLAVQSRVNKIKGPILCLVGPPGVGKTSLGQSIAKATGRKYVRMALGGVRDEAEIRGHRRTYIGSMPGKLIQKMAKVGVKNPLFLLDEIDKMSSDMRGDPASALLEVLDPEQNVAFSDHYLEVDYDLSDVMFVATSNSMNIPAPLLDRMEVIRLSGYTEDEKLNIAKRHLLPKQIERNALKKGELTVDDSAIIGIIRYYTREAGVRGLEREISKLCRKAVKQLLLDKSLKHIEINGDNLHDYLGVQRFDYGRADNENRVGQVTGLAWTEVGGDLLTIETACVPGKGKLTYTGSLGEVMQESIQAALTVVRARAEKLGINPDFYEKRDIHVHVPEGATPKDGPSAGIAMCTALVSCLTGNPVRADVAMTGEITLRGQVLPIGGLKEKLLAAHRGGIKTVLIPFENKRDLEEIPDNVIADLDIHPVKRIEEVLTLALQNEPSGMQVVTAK
# Rin1 Abl inh = inhibitors of Rin1-Abl protein binding, primary screen, biochemical, TR-FRET | Tyrosine-protein kinase ABL1 (Homo sapiens) + Ras and Rab interactor 1 (Homo sapiens), … | inhibition, % at 7.35 µM | 0.4% of 360,000 active | AID 588664, 2011; in the data active means inhibition above about 5%, passing the limit was not always enough
# SKN-1 inh = suppressors of acrylamide-induced Pgst-4::GFP reporter in worms, primary screen, SKN-1 inhibitor project, whole organism, uHTS, GFP/RFP fluorescence ratio, strain VP596 | C. elegans VP596 Pgst-4::GFP/RFP ratio, 24 h | inhibition, % at 21.8 µM | 0.49% of 360,000 active | AID 624304, 2012;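 active means interference check ratio from 0.5 to 1.5 plus GFP to RFP signal ratio inhibition reaching or exceeding a fixed threshold, cut at about 30% in these data, passing the limit was not always enough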; further: some compounds called inactive have numbers as strong as hits
# MT1-MMP act inh = blockers of MT1-MMP proenzyme processing, primary screen, HT1080 RFP-PRO-GFP cells, GFP/RFP fluorescence; Matrix metalloproteinase-14 (Homo sapiens), P50281; GFP/RFP ratio fluorescence, overnight; percent of plate control window, DMSO zero; GFP/RFP ratio change, % at 20 µM; 0.061% of 360,000 active; AID 651647, 2012;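 active means GFP/RFP ratio change of at least 30% with cell ATP level not reduced by more than half and red fluorescence within 50% of control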; further: strong numbers were not always called active
#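 Test system: HT1080 RFP-PRO-GFP cells; Benchmarks: DMSO and RFP-L50D-GFP cell wells; Timing: cells overnight before dosing, compound overnight, 37 °C, 5% CO2; Compound: one 20 µM compound dose with 1% DMSO; Read-out: GFP/RFP fluorescence ratio.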
# Neddyl block = inhibitors of cullin neddylation, primary screen, biochemical, TR-FRET, uHTS, NAE and Ubc12. calls only at 25 µM. 0.58% of 360,000 active; in the data active means inhibition above about 36%
# The depositor's hits bear a star; i = inactive; nt = not tested or not shown.
compound	CendR NRP1 mod	MLLE-PAM2 inh	FAS-TE inh	bovine MsrA act	eLon inh	Rin1 Abl inh	SKN-1 inh	MT1-MMP act inh	Neddyl block
CNC(=O)C1=NCCCc2cc(OC)c(OC)cc21	-3.9	0.9	-9.0	-1.7	-2.8	-1.1	2.6	-3.0	i
Cc1ccnc(NS(=O)(=O)c2ccc(NC(=O)c3cc(-c4ccccc4)nc4ccccc34)cc2)n1	-14.2	-6.3	-5.8	0.3	-8.3	1.1	5.4	-1.5	i
O=C(C1CCC(=O)N(C2CC2)C1)N1CCN(c2ccc(Cl)cc2)CC1 (centres undefined)	4.6	-14.8	-6.3	-4.7	0.4	-0.4	-1.1	-0.6	i
Cc1ccc(C)c2[nH]c(=O)c(CN(CCN3CCCC3)C(=O)Nc3ccc(F)cc3)cc12	-8.3	-9.9	-5.3	1.0	0.0	0.3	22.6	0.7	i
O=C(CC1C(=O)NC2CCCCC2N1C(=O)c1ccc(F)cc1)Nc1ccccc1 (centres undefined)	3.6	-1.0	-4.9	-0.1	-0.9	-0.7	5.0	-4.0	i
CCOc1cccc(OCCCCn2ccnc2)c1	-2.7	0.8	-14.0	-0.7	-3.3	-0.3	-0.4	2.4	i
COC(=O)c1ccc(NC(=O)Cn2cnc3c(nnn3-c3cccc(OC)c3)c2=O)cc1	-8.7	10.9	-4.0	-12.3	-4.9	-2.5	-21.4	-2.6	i
CCC(CC)NC(=O)COC(=O)c1ccc(NS(=O)(=O)c2ccc3c(c2)OCCO3)cc1	2.7	-16.9	-1.4	-1.5	6.5	-4.4	15.0	4.6	i
O=C(NCCS(=O)(=O)N1CCC2(CC1)OCCO2)c1ccc(F)cc1	14.0	31.4	-5.9	-1.4	-6.4	-4.3	15.0	-4.8	i
COc1ccc(C2NC(=O)c3ccccc3O2)cc1 (centres undefined)	23.0*	0.3	-8.8	-2.0	-3.0	2.9	-8.5	-2.5	i
Cc1cc(C2CCCCC2)n(O)c(=O)c1	6.0	2.3	20.6	-3.2	-5.2	-1.4	11.9	1.3	i
COc1ccc(Nc2nc(NCc3cccs3)nc3ccsc23)cc1OC	8.7	5.8	0.8	-2.3	-0.8	-3.6	12.4	2.3	i
O=C(CCCNC(=O)c1ccc(Cl)cc1)Nc1ccc(F)c(S(=O)(=O)N2CCOCC2)c1	-6.9	-7.8	1.5	-0.9	-0.2	0.8	14.4	2.6	i
CCOc1ccc2oc(C(=O)Nc3ccc(N4CCOCC4)cc3)c(C)c2c1	9.6	-7.8	4.2	-5.0	-5.6	2.8	11.6	4.4	i
Nc1ccc2oc(=O)c(-c3ccccc3)cc2c1	-15.0	0.3	-3.4	-1.0	-4.1	1.7	17.0	1.9	i
CCOC(=O)CC(NC(=O)c1ccco1)c1ccc(OC)cc1 (centres undefined)	21.1	4.7	-1.9	0.5	1.3	-2.1	12.7	0.2	i

# Four of the compounds above, with two lines to a compound:
# Values run as follows: CendR NRP1 mod	MLLE-PAM2 inh	FAS-TE inh	bovine MsrA act	eLon inh	Rin1 Abl inh	SKN-1 inh	MT1-MMP act inh	Neddyl block
COc1ccc(C2NC(=O)c3ccccc3O2)cc1 (centres undefined)
→ 23.0*	0.3	-8.8	-2.0	-3.0	2.9	-8.5	-2.5	i
Cc1cc(C2CCCCC2)n(O)c(=O)c1
→ 6.0	2.3	20.6	-3.2	-5.2	-1.4	11.9	1.3	i
COc1ccc(Nc2nc(NCc3cccs3)nc3ccsc23)cc1OC
→ 8.7	5.8	0.8	-2.3	-0.8	-3.6	12.4	2.3	i
O=C(CCCNC(=O)c1ccc(Cl)cc1)Nc1ccc(F)c(S(=O)(=O)N2CCOCC2)c1
→ -6.9	-7.8	1.5	-0.9	-0.2	0.8	14.4	2.6	i

# The list goes on:
compound	CendR NRP1 mod	MLLE-PAM2 inh	FAS-TE inh	bovine MsrA act	eLon inh	Rin1 Abl inh	SKN-1 inh	MT1-MMP act inh	Neddyl block
O=C(c1cc2ccccc2oc1=O)N(Cc1ccccc1)C1CCS(=O)(=O)C1 (centres undefined)	0.5	0.8	-7.3	-5.9	8.7	1.4	-15.2	4.5	i
O=C(NCc1ccccc1F)C1CCN(S(=O)(=O)c2ccccc2)CC1	2.2	4.6	-3.9	-3.7	-4.1	4.7	2.0	1.6	i
CC(=O)N1CCCc2cc(S(=O)(=O)NC(C(=O)NC(C)c3ccccc3)C(C)C)ccc21 (centres undefined)	-12.2	14.1	-5.9	-10.1	9.8	-6.0	-10.2	2.3	i
Cc1ccc(C)c(C(=O)COC(=O)c2ccc(C)c(S(=O)(=O)N3CCOCC3)c2)c1	5.0	-13.8	30.8	2.8	-0.3	1.8	1.7	0.2	i
O=C(N/N=C/C1C(c2ccccc2)C1(Cl)Cl)c1cccc(Cl)c1 (centres undefined)	24.6*	-0.8	3.4	2.9	22.3*	-2.0	3.4	1.5	i
CCOCCOC(=O)CCSc1n[nH]c(=O)[nH]c1=O	13.2	3.1	-7.4	-1.2	-3.8	-1.6	-3.6	0.9	i
C=CCC(NC(=O)c1ccc(C#N)cc1)C(=O)NCCC (centres undefined)	1.9	-2.4	-8.4	-7.6	-7.9	1.7	4.2	-2.0	i
Cc1ccc2cccc(CC(=O)NN)c2c1	-1.7	-7.8	-6.9	-0.6	-11.9	3.1	-10.4	0.9	i
Nc1cc(=O)[nH]c(SCC(=O)N2CCc3ccccc3C2)n1	5.8	14.6	-6.7	1.1	2.5	5.7	-3.9	0.7	i
Cn1c(CS(=O)Cc2c(Cl)cccc2Cl)nnc1SCc1ccc(Cl)cc1 (centres undefined)	-13.4	-34.4	5.5	-2.3	-2.9	0.6	-2.2	-0.1	i
O=C(c1ccc(Br)cc1)N(c1ccccn1)C1CCCCC1	0.0	1.4	0.6	1.9	-7.1	-1.3	-8.7	-1.4	i
COC/C=C/C1=CC2=CC(=O)C(C)(OC(=O)C3CCCC3)C(=O)C2=CO1 (centres undefined)	-37.8	-8.9	-0.3	-5.3	6.5	2.6	36.2*	3.4	i
O=C(CCn1[nH]c(=O)c2ccccc2c1=O)OC1CCCCC1	9.4	2.9	-0.6	-2.0	3.3	0.8	-1.0	7.0	i
CCOC(=O)c1c(C)[nH]c(C)c1C(=O)COC(=O)c1cc(OC)c(OC)cc1OC	9.4	-8.1	-4.4	-0.1	1.0	-0.3	10.9	2.3	i
Cc1cccc(NC(=O)Nc2cccc(F)c2)n1	-0.8	-19.3	-2.8	-1.8	-18.2	0.1	19.8	-5.8	i
CN1c2ccccc2-c2nc3ccccc3n2C1c1cccs1 (centres undefined)	-12.8	-11.9	21.4	1.6	3.6	-2.6	4.3	1.4	nt
COc1ccc(CCNC(=O)COC(=O)c2cccs2)cc1OC	8.2	-0.1	-5.6	-2.8	-9.0	-0.5	3.7	-0.7	i
C=CCNC(=O)c1ccncc1	8.4	-3.0	-6.7	-7.9	0.4	2.5	2.9	1.1	i
CN(Cc1ccccc1)C(=O)COc1ccc(Br)cc1Cl	-1.3	0.2	13.7	-2.4	-4.7	-2.2	-5.5	-0.4	i
[N-]=C=C1C(=S)NC(=O)[C@H]([n+]2ccccc2)[C@H]1c1ccc(Cl)cc1	-21.7	-18.4	11.1	-0.7	-12.2	0.9	21.8	-1.2	i
Cn1c(CNc2ccc(Cl)cc2)nnc1SCC#N	-0.1	-3.7	-10.2	-6.8	-10.1	4.7	-2.3	-0.5	i
CCc1ccc(C2CC(c3ccc(C)cc3)n3nc(N)nc3N2)cc1 (centres undefined)	3.0	-11.8	5.3	-3.8	-2.5	-0.3	-5.9	0.1	i
COc1ccc(C/C(C)=N/Nc2nc(C)cc(=O)[nH]2)cc1	-5.7	-11.5	-3.5	-3.4	-5.5	0.0	-9.7	-1.1	i
CSC(=S)NN=C(C)c1cccc(C)n1	26.7*	25.1	2.5	-1.6	-4.3	4.4	-7.1	7.9	i
O=C(N/N=C/c1ccncc1)c1nc(-c2ccccc2)n2c1CCCCC2	1.2	0.9	-6.1	-3.3	-6.0	-7.0	-2.8	6.2	i
O=C1Nc2ccccc2N(O)N1c1ccc(S(=O)(=O)N2CCOCC2)cc1	-12.1	23.3	-8.1	1.8	-11.0	0.9	3.0	2.8	i
CCOC(=O)CC(NC(=O)c1ccco1)c1ccccc1Cl (centres undefined)	-4.4	3.3	-7.4	-9.5	-2.6	-1.3	-2.9	0.8	i
Cc1c(NS(=O)(=O)c2ccc(NCCN3CCOCC3)c([N+](=O)[O-])c2)c(=O)n(-c2ccccc2)n1C	-1.4	14.9	-6.7	-2.2	7.2	-3.4	5.1	-1.8	i
Nc1nc(NCC2CCCO2)nc(Nc2ccccc2)c1[N+](=O)[O-] (centres undefined)	4.0	-12.6	-2.7	-4.8	2.0	1.1	11.1	-0.5	i
Cc1cc(=O)oc(C)c1C(=O)Nc1ccc2nsnc2c1	27.0*	-3.0	-5.7	3.2	-5.0	0.8	-3.2	0.8	i
CC(=O)c1ccc(S(=O)(=O)NC2CC(=O)N(c3ccc(Cl)cc3)C2)cc1 (centres undefined)	-2.6	12.7	4.9	0.0	-11.5	1.4	4.2	2.6	i
O=[N+]([O-])c1cccc2c(N3CCOCC3)ccnc12	5.2	-12.6	-5.2	-1.6	-3.8	1.2	1.4	0.4	i
O=C1[C@H]2[C@@H](c3ccc(F)cc3)N3C(=O)N(c4ccccc4)C(=O)[C@@]3(Cc3ccc(Cl)cc3)[C@H]2C(=O)N1C1CCCCC1	7.5	2.4	93.6*	0.9	-1.5	1.4	5.3	-12.7	i
Cc1ccc(Cl)cc1NC(=O)CSC(N)=O	4.1	20.8	-156.6	2.8	2.3	-1.2	15.5	0.3	i
CCOC(=O)C1=C(O)C(=O)N(c2ccc(S(N)(=O)=O)cc2)C1c1ccc(OC)cc1 (centres undefined)	5.0	6.4	-3.0	-4.2	-0.9	-0.5	2.7	0.1	i
COc1cccc(NC(=O)CSc2nnc(NC(=O)C3CC3)s2)c1	-5.2	-3.0	-3.7	-2.8	2.5	4.0	3.5	1.3	i
Cc1ccc(C(=O)Nc2sc3c(c2C#N)CCCCC3)cc1C	-69.9	1.5	1.0	-2.1	-1.9	0.0	-2.5	1.5	i
CC(C)CN1C(=O)C(=O)N(CC(=O)NCCCc2ccccc2)C1=O	9.0	-6.4	2.1	1.1	-10.4	-0.7	12.6	4.3	i
CN(CC(=O)Nc1cccc(S(=O)(=O)NC2=NCCC2)c1)Cc1cccc(F)c1	-5.1	-5.3	-2.8	-3.7	5.7	3.6	4.7	1.9	i
Clc1ccc(OCCCN2CCCCC2)c(Br)c1	16.2	7.4	-5.5	-4.3	-3.0	0.7	10.5	2.5	i
CCC(C)(CN(C)C)OC(=O)c1ccccc1 (centres undefined)	-5.2	-2.8	-4.4	-0.2	-7.0	-1.3	-7.4	-0.7	i
CC1=C(C(=O)OC2CCCCC2)C(c2cccnc2)n2ncnc2N1 (centres undefined)	7.3	-2.4	-4.7	-2.9	-2.8	5.5	2.6	0.6	i
